# Source: PubChem (The Scripps Research Institute Molecular Screening Center)
# GPR151 activ – activators of human GPR151, primary screen, cell-based, PathHunter beta-arrestin, luminescence. AID 1508602, 2020. activation, % at 11.2 µM. PathHunter beta-arrestin GPR151 cells. 1% of 650,000 active; in the data active means activation above about 4.9%;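 further: 0% = median of compound wells and 100% = cells with positive control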
# Target sequence (Q8TDV0 whole entry, looked up): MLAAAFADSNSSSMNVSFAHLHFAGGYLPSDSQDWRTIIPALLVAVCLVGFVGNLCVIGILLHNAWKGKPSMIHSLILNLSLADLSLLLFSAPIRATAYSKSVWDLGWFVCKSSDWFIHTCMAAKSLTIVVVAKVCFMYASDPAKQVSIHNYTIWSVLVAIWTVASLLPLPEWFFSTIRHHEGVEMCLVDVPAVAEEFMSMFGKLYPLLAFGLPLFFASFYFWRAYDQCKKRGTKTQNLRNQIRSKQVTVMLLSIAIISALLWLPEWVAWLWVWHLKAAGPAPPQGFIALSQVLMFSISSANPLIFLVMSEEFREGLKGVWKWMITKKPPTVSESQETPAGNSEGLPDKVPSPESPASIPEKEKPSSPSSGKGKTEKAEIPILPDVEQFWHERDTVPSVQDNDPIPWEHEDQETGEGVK
# FBW7 activator – FBW7 E3 ligase activators, primary screen, biochemical, AlphaScreen, human; normalized activity (activation), % at 26.1 µM; AlphaScreen FBW7–phospho-cyclin E peptide binding, activator screen; 0.13% of 650,000 active; F-box/WD repeat-containing protein 7 (Homo sapiens), Q969H0; in the data active means normalized activity above about 1.9%;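 further: purified mutant Fbw7 with reduced substrate affinity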
# TEAD-YAP inh – TEAD-YAP interaction inhibition, primary screen, TEAD-YAP interaction inhibitor project, luminescence, HEK-TIYL cells | 1.4% of 640,000 active | TEAD-Gal4/YAP UAS-luciferase luminescence | inhibition, % at 9.12 µM; in the data active means inhibition above about 32%;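 further: 0% = median of test compound wells and 100% = reference inhibitor wells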
# MITF inh – MITF inhibitors, primary screen, biochemical, AlphaScreen, human. inhibition, % at 2.6 µM. 0.91% of 650,000 active. AlphaScreen MITF homodimerization, bead proximity signal; in the data active means inhibition above about 50%;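 further: 0% = vehicle wells with protein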
# Target sequence (O75030 whole entry, looked up): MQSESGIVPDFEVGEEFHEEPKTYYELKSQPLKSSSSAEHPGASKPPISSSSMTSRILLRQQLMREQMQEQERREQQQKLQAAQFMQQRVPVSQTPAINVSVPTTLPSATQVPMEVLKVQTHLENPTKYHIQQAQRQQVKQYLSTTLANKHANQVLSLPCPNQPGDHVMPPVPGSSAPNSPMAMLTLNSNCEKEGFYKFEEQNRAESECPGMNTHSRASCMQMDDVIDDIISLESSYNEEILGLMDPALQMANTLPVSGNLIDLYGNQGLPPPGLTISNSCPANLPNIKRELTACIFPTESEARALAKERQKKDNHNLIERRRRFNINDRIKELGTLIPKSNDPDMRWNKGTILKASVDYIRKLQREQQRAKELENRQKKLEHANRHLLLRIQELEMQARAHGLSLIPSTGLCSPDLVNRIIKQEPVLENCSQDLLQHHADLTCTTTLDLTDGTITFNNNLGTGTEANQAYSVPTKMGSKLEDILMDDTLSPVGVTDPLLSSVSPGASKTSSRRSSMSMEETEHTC
# * = called active by the depositor.
SMILES,GPR151 activ,FBW7 activator,TEAD-YAP inh,MITF inh
COC(=O)C1=NNC(C(=O)OC)=C2COCOCC12 (stereo not drawn),-0.9,0.1,9,-2
O=c1[nH]c(=O)n(-c2ccc(Cl)cc2)c(O)c1C=Nc1ccc(N2CCOCC2)cc1,0.8,-0.2,9,14
CC(=O)c1ccc(NC(=O)CN2CCC(C(N)=O)CC2)cc1,2.3,0.0,5,-4
CCCCN1C(=O)C2C(C(=O)Nc3ccc(Cl)cc3)C3C=CC2(O3)C1C(=O)NC1CCCCC1 (stereo not drawn),0.7,0.1,1,-5
Cn1cccc1/C=N/NC(=O)Cc1cccc2ccccc12,1.1,-0.1,3,7
CN(C)S(=O)(=O)c1ccc2c(c1)c(=O)c(C(=O)NC1CCCC1)cn2C,0.4,-0.2,1,0
O=C(OCn1nnc2ccccc2c1=O)c1ccc(=O)n(Cc2ccccc2)n1,1.4,0.3,-1,1
CCOC(=O)c1cnc2c(C)cc(C)cc2c1Nc1ccc(O)cc1,0.0,-0.2,-6,-4
CC(=O)Nc1ccc(NC(=O)c2cccc(Nc3ccc(-n4ccnc4)cc3)n2)cc1,-0.5,-0.1,0,10
Cn1cc(S(=O)(=O)N2CCc3ccccc32)cc1C(=O)NC1CCCc2ccccc21 (stereo not drawn),0.7,1.4,1,12
COc1cc2c(cc1OC)CN(c1ccc(S(=O)(=O)N3CCCC3)cc1[N+](=O)[O-])CC2,1.3,-0.1,3,5
Cc1ccccc1-n1nnc(C(=O)Nc2ccccc2)c1N,-1.0,0.0,-49,5
COc1ccc(-c2nnc3s/c(=C\c4ccc(N(C)C)cc4)c(=O)n23)cc1OC,0.7,-0.1,10,3
COC(=O)CN1N=C(C(C)(C)C)Cn2c(cc3sccc32)C1=O,-0.2,0.0,-1,22
Cc1cccc2cc(C#N)c(NCCNC(=O)c3ccc(F)cc3)nc12,1.5,0.0,13,10
CN(C)CCOC(=O)COc1cccnc1C(C)(C)C,0.1,-0.1,3,28
CCC(C)NC(=O)c1ccccc1NS(=O)(=O)c1ccc(Br)cc1 (stereo not drawn),-0.5,-0.2,-4,-17
CCc1ccccc1NC(=O)CSc1nnc(CNC(=O)c2cccc(C)c2)n1CC,-0.2,0.7,19,6
COc1ccc(C(C)=O)cc1CSc1nc2c(sc(=S)n2-c2ccccc2)c(=O)n1-c1ccccc1OC,1.0,-0.2,4,4
CCOc1ccccc1NC(=O)c1sc2nc(C)nc(N(C)c3ccc(C(C)C)cc3)c2c1C,0.2,0.0,5,-14
OC1CCN(Cc2ccccc2Br)CC1,0.1,-0.2,6,20
O=C(CC1C(=O)NCCN1Cc1ccccc1C(F)(F)F)NCCn1cccn1 (stereo not drawn),-0.4,0.0,4,9
COC(OC)C12c3ccccc3C(c3ccccc31)C1C(=O)N(Cc3ccco3)C(=O)C12 (stereo not drawn),-1.4,-0.1,2,6
O=C1Nc2ccccc2C12NN=C(c1ccccc1O)S2 (stereo not drawn),-3.0,0.2,-45,11
CC(C)OCCCNC(=O)c1ccc(-c2ccccc2)cc1,-0.4,-0.1,-40,2

# Compound profiles, from the list above. Values in the order: GPR151 activ | FBW7 activator | TEAD-YAP inh | MITF inh
# O=c1[nH]c(=O)n(-c2ccc(Cl)cc2)c(O)c1C=Nc1ccc(N2CCOCC2)cc1 is listed with 0.8 | -0.2 | 9 | 14
# CCOC(=O)c1cnc2c(C)cc(C)cc2c1Nc1ccc(O)cc1 is listed with 0.0 | -0.2 | -6 | -4
# COC(OC)C12c3ccccc3C(c3ccccc31)C1C(=O)N(Cc3ccco3)C(=O)C12 (stereo not drawn) is listed with -1.4 | -0.1 | 2 | 6
# O=C(OCn1nnc2ccccc2c1=O)c1ccc(=O)n(Cc2ccccc2)n1 is listed with 1.4 | 0.3 | -1 | 1
# CCC(C)NC(=O)c1ccccc1NS(=O)(=O)c1ccc(Br)cc1 (stereo not drawn) is listed with -0.5 | -0.2 | -4 | -17

# Pulled by compound from the entries so far:
SMILES,GPR151 activ,FBW7 activator,TEAD-YAP inh,MITF inh
COC(OC)C12c3ccccc3C(c3ccccc31)C1C(=O)N(Cc3ccco3)C(=O)C12 (stereo not drawn),-1.4,-0.1,2,6
O=C(OCn1nnc2ccccc2c1=O)c1ccc(=O)n(Cc2ccccc2)n1,1.4,0.3,-1,1
Cn1cc(S(=O)(=O)N2CCc3ccccc32)cc1C(=O)NC1CCCc2ccccc21 (stereo not drawn),0.7,1.4,1,12
CN(C)S(=O)(=O)c1ccc2c(c1)c(=O)c(C(=O)NC1CCCC1)cn2C,0.4,-0.2,1,0
Cc1cccc2cc(C#N)c(NCCNC(=O)c3ccc(F)cc3)nc12,1.5,0.0,13,10

# Next results follow:
SMILES,GPR151 activ,FBW7 activator,TEAD-YAP inh,MITF inh
O=C1N[C@@H](COCc2ccccc2)C(=O)N2CCN(Cc3ccc(Cl)s3)C[C@H]12,-0.3,-0.2,-2,-7
COC(=O)N1CCC(C(=O)NC(c2ccccc2)c2ccccn2)CC1 (stereo not drawn),-1.2,1.2,-7,3
O=C(CCCn1c(SCc2ccc([N+](=O)[O-])cc2)nc2ccccc2c1=O)NCC1CCCO1 (stereo not drawn),-0.7,-0.4,3,4
COCCC1=NN(C(=O)Cc2cn3ccsc3n2)C(O)(C(F)(F)F)C1 (stereo not drawn),0.3,0.1,5,0
O=C(NCc1cccs1)c1cc([N+](=O)[O-])ccc1N1CCCCC1,0.1,0.0,2,3
O=C(/C=C/c1ccc2c(c1)OCO2)Nc1ccccc1C(=O)O,-6.7,0.0,47*,20
C=CCn1c(N2CCN(c3cccc(Cl)c3)CC2)nc2c1c(=O)[nH]c(=O)n2C,0.7,0.0,2,10
CCCCC(=O)Nc1nnc(SCC(=O)Nc2nnc(-c3cccc([N+](=O)[O-])c3)s2)s1,0.8,0.0,6,-6
Cc1ccc(C)c(-c2csc(Nc3ccccc3)[n+]2-c2ccccc2)c1,0.2,-0.4,-4,11
Cc1ccc2c(c1)C1(NN=C(c3ccccc3O)S1)C(=O)N2 (stereo not drawn),-0.3,0.0,54*,3
CC(=O)c1c(N)c(C#N)cn1-c1ccc(C)cc1,0.9,0.0,-1,9
O=C1CCC([N+](=O)[O-])C(c2ccc(OCc3ccccc3)cc2)N1 (stereo not drawn),-1.3,0.8,0,5
Nn1cnnc1N/N=C/c1ccc(O)c(O)c1,-1.1,-0.7,-5,88*
Cn1c(=O)oc2cc(S(=O)(=O)Nc3ccc(Cl)cc3F)ccc21,-1.3,0.6,8,12
CCCNC(=O)c1cnc(-c2ccccc2)s1,-2.5,0.0,-28,-8
Cc1ccccc1-c1nnc(SCC(=O)Nc2cccc(C(=O)O)c2)n1C,0.1,0.2,10,-3
Cc1nc2sccn2c(=O)c1S(=O)(=O)Nc1ccc(F)cc1F,-1.9,-0.1,0,5
O=C1c2ccccc2C(=O)N1CCc1nc2ccccc2c(=O)n1Cc1ccco1,1.2,0.2,1,13
O=C(CCS(=O)(=O)c1ccc(Br)s1)NCc1ccc(F)cc1,0.8,0.2,12,2
Cc1ccc(-n2nnc3c(=O)n(Cc4ccc(Cl)cc4)cnc32)cc1Cl,-0.4,0.0,-5,-11
Nc1ncc(Br)cc1S(=O)(=O)NCCC(=O)Nc1ccccc1F,0.1,0.0,7,11
O=C1NC(=O)C(=Cc2ccccc2I)C(=O)N1,-0.5,0.1,-11,55*
Cc1nc(CCNC(=O)CC2C(=O)NCCN2Cc2cccc(F)c2)nc2c1CCCC2 (stereo not drawn),-0.1,-0.1,0,-18
O=C(Cc1cccs1)Nc1ccc(Cl)c([N+](=O)[O-])c1,0.4,-0.1,3,16
COC(=O)c1ccc(-c2cccc3c2OC(CNC(=O)CCc2ccccc2OC)C3)nc1 (stereo not drawn),1.7,0.1,4,-20
# (further entries)
SMILES,GPR151 activ,FBW7 activator,TEAD-YAP inh,MITF inh
Cc1cccc(C)c1NC1=NC(=S)N(c2ccc(Br)cc2)C1(C)Cc1ccccc1 (stereo not drawn),0.7,0.0,9,2
COc1cc2c(cc1C(c1ccccc1)(c1ccccc1)c1ccccc1)C(C)=CC(C)(C)N2,-1.6,0.1,16,3
O=C(Nc1ccc(NC(=O)C2CCCCC2)nc1)c1ccncc1,-0.6,0.0,0,11
O=C1C2N=NN(c3ccccc3)C2C(=O)N1Cc1ccccc1 (stereo not drawn),0.3,-0.2,2,6
COc1ccccc1-n1c(SCC(=O)Nc2ccc(N(C)C)cc2)nc2c(sc(=S)n2-c2ccccc2)c1=O,-0.5,-0.3,-5,14
O=C(NCCCN1CCOCC1)c1ccc(NC2=NC3CS(=O)(=O)CC3S2)cc1 (stereo not drawn),-0.3,0.0,-6,5
O=C(Cc1ccccc1)N1CCN(S(=O)(=O)c2ccc(Cl)cc2)CC1,1.3,-0.1,-8,-7
COC(=O)c1cc(COC(=O)c2nn(C)c(=O)c3ccccc23)oc1C,-0.7,-0.1,0,-1
Cc1ccc(-n2ncc3c(Nc4ccccc4C)ncnc32)cc1,1.8,0.0,-74,-2
CCN(CC)c1ccc(C2C(C(=O)Nc3ccccn3)=C(C)NC3=C2C(=O)CCC3)cc1 (stereo not drawn),0.0,0.1,-9,8
CCOC(=O)Cc1csc(SCC(=O)NC(=O)NC23CC4CC(CC(C4)C2)C3)n1,-0.2,0.0,-3,4
N#CC1=C(N)SC(N)=C(C#N)C1c1ccc2c(c1)OCO2,3.3,-0.1,5,1
CCc1nn(CC(=O)C(C)(C)C)c(=O)c2cc3ccsc3n12,-1.0,17*,2,-4
CC1CCN(c2nc(-c3ccccc3F)nc3ccccc23)CC1,1.0,-0.1,6,8
O=C1NN(c2cccc(Cl)c2)C(=O)/C1=C\c1ccc(-c2cc([N+](=O)[O-])ccc2O)o1,-1.2,0.1,-2,23
O=C(NCCc1ccc(O)cc1)C1CCN(c2ccc(Nc3ccc(N4CCOCC4)cc3)nn2)CC1,0.8,-0.1,-1,-1
O=S(=O)(c1cc(F)ccc1F)N1CCN(c2ncnc3c2nnn3Cc2ccccc2)CC1,-0.6,0.3,-7,-19
CNC(=O)c1c(NC(=O)c2ccc(Cl)cc2)sc(C)c1C,0.0,0.0,-1,-1
CCOc1ccccc1NC(=O)c1cc(S(=O)(=O)N2CCC3(CC2)OCCO3)ccc1F,-0.8,-0.1,-2,4
O=c1[nH]c(SCc2ccccc2Cl)nc2[nH]ncc12,0.4,0.2,-25,11
CCc1ccccc1N1C(=O)C2C3CC(=O)C(c4ccccc43)C2C1=O (stereo not drawn),0.2,0.2,5,9
O=C1CC(c2nc3ccccc3[nH]2)CN1c1ccccc1Br (stereo not drawn),-2.5,-0.1,2,-11
NCCCC[C@@H]1NC(=O)[C@H]2CN(C(=O)c3ccc(C(F)(F)F)cc3)CCN2C1=O,1.7,0.1,-3,9
Cc1ccc(C)c(C(=O)Nc2nc3ccccc3[nH]2)c1,1.9,0.1,-23,8
COc1ccc2nc(SCC(=O)Nc3ccc(N(C)C)cc3)[nH]c2c1,0.3,0.1,-4,14
# The list goes on:
SMILES,GPR151 activ,FBW7 activator,TEAD-YAP inh,MITF inh
CC(=O)c1c(C)oc2c1c1c(c3ccccc32)OCN(Cc2cccnc2)C1,1.1,-0.3,5,0
NC(=O)c1cc(-c2ccsc2)no1,1.7,0.1,-1,10
CCCCC(=O)NNC(=O)c1ccccc1OC,0.3,0.6,2,18
COc1cccc(CCC(=O)Nc2ccc(-c3cn[nH]c3)cc2N2CCC(N(C)C)CC2)c1,-1.0,-0.1,0,-11
CN(Cc1ccccc1)C(=O)c1ccc(N(Cc2ccccc2)S(C)(=O)=O)cc1,-0.3,-0.1,7,-5
CCOC(=O)c1c(NC(=O)CSc2nnc(CNC(=O)c3ccco3)n2-c2cccc(C)c2C)sc2c1CCC2,-0.9,-0.1,6,5
COc1ccc(C(=O)CSc2nc(C)c(C(C)=O)cc2C(N)=O)cc1,1.8,0.6,3,4
O=C1Nc2cc(C(=O)N3CCN(c4cccc(C(F)(F)F)c4)CC3)ccc2Nc2ccccc21,0.7,-0.1,-6,-4
COc1ccc(CCNc2nc(N3CCCC3CO)nc3nc[nH]c23)cc1 (stereo not drawn),0.0,-0.2,0,-3
O=C(Oc1cccc(C(=S)N2CCOCC2)c1)c1ccccc1,-0.1,0.2,13,13
c1cc(C2CCN(c3nc4nonc4nc3N3CCCC3)CC2)ccn1,-1.9,-0.1,8,11
COc1cc(OC)cc(C(=O)Nc2cc(C(=O)Nc3cccc(C(C)=O)c3)ccc2N2CC3CC(C2)c2cccc(=O)n2C3)c1 (stereo not drawn),1.4,0.0,-7,8
COc1ccc(CCN2C(=O)CC(C(=O)Nc3cccc(Cl)c3)SC2=Nc2ccc(F)cc2)cc1OC (stereo not drawn),0.5,0.0,2,-5
O=C(O)CCCn1c(=S)[nH]c2ccccc2c1=O,-1.4,0.1,1,14
COc1cc(Cl)c(C)cc1NC(=S)N(Cc1cccs1)C1CCCC1,1.2,-0.2,-5,-12
Cc1ccc(C)c(S(=O)(=O)Nc2ccc(C(=O)O)cc2)c1,3.9,-0.1,2,8
Cc1ccccc1Nc1nc(N)nc(COn2nnc3ccc(S(C)(=O)=O)cc32)n1,0.4,0.1,-2,21
NCC(=O)Nc1ccccc1Br,3.9,-0.1,10,5
Cc1ccccc1C(=O)NC1CCCCC1C (stereo not drawn),0.5,-0.1,-6,-26
CCCCCCCn1c(=O)c2c(nc3n2CCS3)n(C)c1=O,2.5,0.2,11,8
Cn1c(C(=O)N2CCN(C(=O)c3ccco3)CC2)cc2c(=O)n(C)c3ccccc3c21,0.0,0.0,1,-3
